F-actin modifier – modifiers of F-actin cytoskeleton organization, primary screen, imaging, HUVEC, phalloidin staining, high-content imaging; HUVEC TNFa F-actin phalloidin imaging; inhibition, % at 2 µM; AID 836, 2007; actives 0.18% (n = 91,000);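 active = inhibition above the batch mean plus 3 SD and confirmed as a hit by visual image inspection, cut at about 30% in these data, passing the limit was not always enough; inconclusive = above the inhibition threshold but rejected on visual inspection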; note: strong numbers were not always called active
PTK2B oligo ant – antagonists of Pyk2 self-association, primary screen, Q293 cells, FERM NanoBiT luminescence, HTS | Protein-tyrosine kinase 2-beta (Homo sapiens), Q14289 | active compounds read low | z-score (the deposit names both 25 µM and 10 µM) | actives 0.83% (n = 99,000);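 active = Z-score of -3 or lower, scaled per plate to the spread of control and sample wells; inactive = z-score above -3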;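 note: negative z-score means lost luminescence so less FERM oligomerization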
PTPN22 inh 2 – PTPN22 phosphatase inhibitors, primary screen, biochemical, DiFMUP fluorescence, 2 µM; inhibition, % at 2 µM; recombinant LYP catalytic domain; actives 0.21% (n = 96,000); Tyrosine-protein phosphatase non-receptor type 22 (Homo sapiens), Q9Y2R2; AID 640, 2007;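 active = inhibition at 2 µM at or above a set limit, the screen mean plus 3 SD, cut at about 24% in these data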;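 note: 0% = DMSO with enzyme and 100% = enzyme fully blocked by orthovanadate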
VCAM1 TNFa inh – inhibitors of TNFa-induced VCAM1 expression, primary screen, imaging, HUVEC, TNFa stimulus, immunofluorescence | HUVEC TNFa-induced VCAM-1 immunofluorescence, high-content imaging | inhibition, % at 2 µM | actives 0.48% (n = 95,000);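 active = inhibition above the batch mean plus 3 SD, with images confirmed as a hit by eye, cut at about 37% in these data; inconclusive = inhibition above that limit but hit not confirmed in images; inactive = inhibition not above that limit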;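 note: 0% = TNF-stimulated DMSO wells and 100% = unstimulated control wells; not every result past the cut was called active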
ERa coact inh – ERα–SRC-1 coactivator interaction inhibitors, primary screen, biochemical, TR-FRET, ERα LBD, estradiol-bound; inhibition, % at 25.6 µM; TR-FRET ER-alpha LBD / SRC-1 peptide; actives 1.7% (n = 86,000); Estrogen receptor (Homo sapiens), P03372; AID 629, 2007; in the data active = inhibition above about 50%;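 note: 0% = receptor plus peptide control and 100% = peptide only without receptor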
Target sequence (P03372 whole entry, looked up, the tested form may be a part): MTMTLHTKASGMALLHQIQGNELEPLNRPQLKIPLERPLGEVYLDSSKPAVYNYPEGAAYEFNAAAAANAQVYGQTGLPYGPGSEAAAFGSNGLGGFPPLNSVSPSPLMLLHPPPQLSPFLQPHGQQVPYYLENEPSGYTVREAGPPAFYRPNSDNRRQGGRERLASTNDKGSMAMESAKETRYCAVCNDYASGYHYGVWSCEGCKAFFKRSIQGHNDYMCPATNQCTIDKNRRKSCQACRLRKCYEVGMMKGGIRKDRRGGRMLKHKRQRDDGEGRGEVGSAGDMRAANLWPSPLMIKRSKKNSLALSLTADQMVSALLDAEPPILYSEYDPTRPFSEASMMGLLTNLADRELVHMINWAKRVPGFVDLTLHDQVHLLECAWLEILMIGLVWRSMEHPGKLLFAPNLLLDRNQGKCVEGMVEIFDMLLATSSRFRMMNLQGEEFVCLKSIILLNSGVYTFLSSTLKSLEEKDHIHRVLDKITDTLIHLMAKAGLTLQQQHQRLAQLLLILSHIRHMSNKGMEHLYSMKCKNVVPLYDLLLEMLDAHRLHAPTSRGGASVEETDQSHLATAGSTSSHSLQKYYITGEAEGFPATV
FAK blocker – FAK kinase inhibitors, primary screen, biochemical | Focal adhesion kinase 1 (Homo sapiens), Q05397 | biochemical FAK kinase activity assay | inhibition, %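 (tested at 7 µM)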 | actives 0.84% (n = 97,000); in the data active = inhibition above about 19%;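 note: 0% = DMSO and 100% = reference compound high control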
LYP act – LYP phosphatase activators, primary screen, biochemical, DiFMUP fluorescence, 2 µM | Tyrosine-protein phosphatase non-receptor type 22 (Homo sapiens), Q9Y2R2 | recombinant LYP; 0 = plate median, 100 = signal doubled | activation, % at 2 µM | actives 0.11% (n = 96,000) | AID 697, 2007;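 active = activation at 2 µM above a set limit, the mean plus 5 SD, cut at about 37% in these data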
IL1B cytotox – cytotoxicity in IL-1B stimulated HUVEC, primary screen, cytotoxicity control for IL-1B NFkB translocation project, imaging, Hoechst nuclear count, IL-1B stimulus; HUVEC cell count loss; cell count reduction, % at 2 µM; actives 0.41% (n = 94,000); AID 845, 2007;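 active = cell count reduction more than 3 SD above the screen-wide mean, cut at about 70% in these data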;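 note: normalized per plate to untreated control cells as the no-loss baseline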
HUVEC tox TNFa – cytotoxicity in TNFa-stimulated HUVEC, primary screen, cytotoxicity control for VCAM1 expression modulator project, imaging, Hoechst nuclei count. HUVEC TNFalpha-stimulated, Hoechst cell count. cell count reduction, % at 2 µM. actives 0.17% (n = 93,000). AID 848, 2007;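 active = cell count reduction exceeding the screen mean by over 5 SD, scaled to untreated wells per plate, cut at about 78% in these data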;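 note: cells counted after 24 h of TNF alpha exposure following the 1 h pretreatment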
An asterisk follows results filed as active; u = inconclusive; x = not tested or not shown; [ ] = dose if it differs, or a comment.

SMILES	F-actin modifier	PTK2B oligo ant	PTPN22 inh 2	VCAM1 TNFa inh	ERa coact inh	FAK blocker	LYP act	IL1B cytotox	HUVEC tox TNFa
COc1ccc(CC(=O)N2CCCc3ccccc32)cc1OC	-10	0.06	-2	0	-9	-2	3	-4	-25
CC(C)C(NC(=O)c1ccc(C(C)(C)C)cc1)C(=O)O (configuration not stated)	7	1.4	-3	1	-1	-3	6	-2	-2
Cn1c(=O)cc(OCC(=O)NC2CCCCC2)c2ccccc21	25	0.61	11	25	1	1	-11	15	-12
O=C(OCc1cn(-c2ccc(Cl)cc2)nn1)c1ccccc1	10	-0.24	8	9	x	-6	-8	32	12
O=c1[nH]c(N/N=C/c2ccccc2)nc2ccccc12	19	0.85	2	16	x	0	2	4	4
COc1ccc(CC(=O)n2c(CC#N)nc3ccccc32)cc1OC	-6	0.35	-5	5	9	-1	3	-14	-10
N#C/C(=N\Nc1ccccc1F)C(=N)N1CCCCC1	8	-0.25	6	-28	-5	1	-5	-6	-21
c1nc2sc3c(c2c2nnnn12)CCCC3	17	0.69	-12	8	8	6	9	-3	-5
CCSc1nc(O)c(CC)c(=O)n1C(C)CC (configuration not stated)	-5	0.2	-3	10	-10	0	6	-1	4
O=[N+]1C2=C(CCCC2)N([O-])C12CCCC2	-55	2.3	-5	3	-6	-4	4	7	-13
Cc1nnc(SCCn2c(N3CCN(C)CC3)nc3c2c(=O)[nH]c(=O)n3C)s1	3	1.2	-8	4	5	2	6	-17	-14
CCCSC1=N/C(=C\c2ccsc2)C(=O)S1	14	0.12	3	-22	x	-1	-4	-6	-26
CCOC(=O)c1cc2c(C)n(-c3ccc(OCC)cc3)c(C)c2ccc1=O	-10	-0.41	6	1	x	3	-2	18	13
C=CCn1c(-c2ccccc2)ccc(C#N)c1=O	0	0.04	8	-12	x	2	-9	-66	-14
CC(C)(Oc1ccc(Cl)cc1)C(=O)NCCCn1ccnc1	13	0.55	-8	x	6[fluorescence artefact?]	0	6	12	x
Cc1ccc(C(=O)Nc2cc(C(F)(F)F)ccc2N2CCCCC2)cc1[N+](=O)[O-]	-18	0.27	-19	6	x	3	24	-18	7
COc1ccc(CCNC(=O)Cn2cnc3c2c(=O)n(C)c(=O)n3C)cc1OC	-4	0.18	-8	15	x	-1	6	-6	-18
CCOC(=O)C1=C(CSc2nc3c(cc2C#N)CN(C)CC3)OC(N)=C(C#N)C1c1ccccc1 (configuration not stated)	12	-0.66	-4	u	-2	17	1	-71	99*
CCOC(=O)c1c(NC(=O)CCN2C(=O)c3ccccc3C2=O)sc(C(=O)OC(C)C)c1C	13	-0.88	6	4	x	0	-2	0	x
COC(=O)c1ccccc1NC(=O)/C=N/O	7	0.2	9	15	8	4	-10	-7	-18
COCCn1c(SCc2cccnc2)nnc1-c1ccco1	-8	-0.34	-6	-6	5	-2	5	12	-16
CCOc1cc(/C=N/N=C(/N)c2nonc2N)cc(Br)c1OCc1ccc(Cl)cc1	-22	-0.23	6	7	-14	-1	-6	-20	1
COc1cccc(NC(=O)c2nc3ncccn3n2)c1	0	-0.63	-10	-19	-6	-2	8	-2	x
CCc1ccccc1S(=O)(=O)Cc1ccc(C(=O)NCC2CCCO2)o1 (configuration not stated)	21	0.03	1	-12	2	1	-3	10	-11
COc1ccc(C)c(S(=O)(=O)Nc2ccc(OCC(=O)O)cc2)c1	11	x	0	7	7	-2	-1	-10	-20
Cc1noc(C)c1COC(=O)COc1ccc2c(C)cc(=O)oc2c1	-22	0.51	0	-15	0	6	-3	-12	16
CCOC(=O)c1ccc(NC(=O)CSc2nc(NC(=O)c3ccccc3)c3c(C)c(C)oc3n2)cc1	x	-0.89	25*	-7	-7	27*	-24	19	-3
CCc1nc2ccccc2[nH]1	-8	-0.15	5	-2	-14	-2	-5	3	17
CCCCOCCCNS(=O)(=O)c1ccccc1	31	-0.59	0	-25	-3	1	-1	-35	-26
Cc1ccc(-c2nc3ccccc3[nH]2)cc1NC(=O)c1sc2ccccc2c1Cl	-19	-0.23	25*	-9	x	8	-23	-6	4

Single entries from the results shown.
FAK blocker with CC(C)(Oc1ccc(Cl)cc1)C(=O)NCCCn1ccnc1 : 0
PTPN22 inh 2 with COc1ccc(CC(=O)N2CCCc3ccccc32)cc1OC : -2
VCAM1 TNFa inh with CCCCOCCCNS(=O)(=O)c1ccccc1 : -25
PTK2B oligo ant with CCOC(=O)C1=C(CSc2nc3c(cc2C#N)CN(C)CC3)OC(N)=C(C#N)C1c1ccccc1 (configuration not stated) : -0.66

New compounds follow.
SMILES	F-actin modifier	PTK2B oligo ant	PTPN22 inh 2	VCAM1 TNFa inh	ERa coact inh	FAK blocker	LYP act	IL1B cytotox	HUVEC tox TNFa
CCc1ccc(NS(=O)(=O)c2ccc(OC)c(C)c2)cc1	-16	-3.3*	-2	7	-1	0	0	4	2
CCCc1cc(=O)n2[nH]c(CCc3ccccc3)nc2n1	9	-0.91	4	6	4	-6	-3	17	-14
CCOc1ccc(N(CC(=O)NC2CCCC2)S(=O)(=O)c2c(C)[nH]c(=O)[nH]c2=O)cc1	1	x	-9	3	3	0	8	-16	-2
COCCCNC(=O)CN(c1ccc(Cl)c(Cl)c1)S(C)(=O)=O	-16	0.55	-10	11	6	-1	8	1	-18
CCCCOC(=O)C1[C@H]2C(=O)N(Cc3cccs3)C[C@]23C=C[C@H]1O3 (some centres not stated)	-21	0.17	1	2	2	0	-2	-35	-4
CCCNCc1cc(OCC)c(OCC(N)=O)cc1Br	9	-0.79	15	12	-2[fluorescence artefact?]	-4	-15	-55	-12
O=C(CCN1CCc2ccccc2CC1)c1ccc2c(c1)OCCO2	12	-0.95	6	2	1	-3	-6	13	-14
CCOc1ccc(NC(=O)c2ccc(F)c(S(=O)(=O)N3CCN(c4ccccn4)CC3)c2)cc1	9	-1.3	0	9	-1	0	-2	-29	-22
COc1ccc(OCC(=O)NNC(=O)c2ccccn2)cc1	-4	-0.62	2	-11	x	-2	3	9	-21
COc1ccc(N(CC(=O)Nc2cccc(C(F)(F)F)c2)S(C)(=O)=O)cc1	5	-2	-2	9	16	2	-1	-36	-18
Cc1ccnn2cc3c(=O)n(C)c(=O)n(C)c3c12	6	x	6	-2	x	3	-4	3	-13
Cc1ccccc1NC(=O)c1ccc(-n2cncn2)nc1	-9	0.22	3	2	x	16	0	-9	3
COc1cccc(Nc2nnc(SCn3nnc4ccccc4c3=O)s2)c1	-5	-2.7	-5	11	0[fluorescence artefact?]	2	5	54	0
O=C(Nc1ccncc1)c1cc2ccccc2o1	16	0.68	7	-4	37	7	-8	-147	-16
CCOC(=O)N1CCC(n2c(SCC(=O)N3CCCC3)nc3ccccc3c2=O)CC1	-25	0.94	12	12	x	-2	-10	6	-1
O=C(Nc1ccc(Br)cc1F)c1ccncc1	16	-0.27	4	-28	x	-5	-6	-8	x
CCCOc1ccc(C2NC(=O)NC(c3ccccc3)=C2C(C)=O)cc1OCC (configuration not stated)	x	-0.76	6	-3	2	-1	-4	0	-12
O=C(COC(=O)C1c2ccccc2Oc2ccccc21)Nc1ccc2c(c1)OCO2	x	-0.77	-2	10	11	1	-1	-22	-13
COc1ccc2cc(S(=O)(=O)NCCCN3CCOCC3)ccc2c1	-9	0.58	-2	14	x	-1	4	-2	-10
Cc1ccc(O)c(CC(C)C)n1	20	0.38	-3	-18	-15	1	2	9	-24
COc1ccc(N2CSC3=C(C#N)C(c4cc(OC)c(OC)cc4OC)CC(=O)N3C2)c(OC)c1 (configuration not stated)	3	x	-9	8	55*[fluorescence artefact?]	-2	6	5	-12
COc1cc2c(cc1OC)CN(Cc1ccc(C)s1)CC2	-13	0.07	-9	-15	-10	1	11	3	-1
N=c1c(C(=O)NCc2ccco2)cc2c(=O)n3ccccc3nc2n1CCc1ccccc1	x	-1.4	-2	x	81*[fluorescence artefact?]	5	2	x	x
O=C(/C=N/O)NCCCN1CCCCCC1	-1	-0.46	1	-20	6	0	1	-2	x
O=C(CN1CCSCC1)N/N=C/c1ccc(F)cc1F	-9	1.6	7	19	7	-2	-7	7	-10
O=c1oc2c(Cl)cc(Cl)cc2cc1-c1nnc(Nc2ccccc2F)s1	5	x	-3	19	x	-6	5	x	-1

Part of the list above, with two lines to a compound:
Every second line gives: F-actin modifier	PTK2B oligo ant	PTPN22 inh 2	VCAM1 TNFa inh	ERa coact inh	FAK blocker	LYP act	IL1B cytotox	HUVEC tox TNFa
Cc1ccc(O)c(CC(C)C)n1
    20	0.38	-3	-18	-15	1	2	9	-24
CCCOc1ccc(C2NC(=O)NC(c3ccccc3)=C2C(C)=O)cc1OCC (configuration not stated)
    x	-0.76	6	-3	2	-1	-4	0	-12

3 entries drawn at random from those above:
SMILES	F-actin modifier	PTK2B oligo ant	PTPN22 inh 2	VCAM1 TNFa inh	ERa coact inh	FAK blocker	LYP act	IL1B cytotox	HUVEC tox TNFa
O=C(CN1CCSCC1)N/N=C/c1ccc(F)cc1F	-9	1.6	7	19	7	-2	-7	7	-10
COc1cc2c(cc1OC)CN(Cc1ccc(C)s1)CC2	-13	0.07	-9	-15	-10	1	11	3	-1
N=c1c(C(=O)NCc2ccco2)cc2c(=O)n3ccccc3nc2n1CCc1ccccc1	x	-1.4	-2	x	81*[fluorescence artefact?]	5	2	x	x
